MIN6 prolif = inducers of MIN6 beta-cell proliferation, primary screen, ATP luminescence, uHTS. 330,000 compounds, 0.29% hits. MIN6 cells proliferation, ATPlite luminescence, 48 h; cells starved in 0.2% serum; 100% = growth in 10% serum. proliferation, % at 10 µM;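 active = compounds whose signal lies at least 3.5 SD above the mean of all wells on their plate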;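 also: 0% = DMSO-treated cells in low-serum medium and 100% = 10% serum control; some compounds called inactive have numbers as strong as hits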
hIAP act = human IAP activators, primary screen, biochemical, luminescence, uHTS | Intestinal-type alkaline phosphatase (Homo sapiens), P09923 | purified human IAP, CDP-Star luminescence, 30 min; active compounds read high; 1 = vehicle-only enzyme, 0 = enzyme-free background | activation factor at 10 µM | 330,000 compounds, 0.16% hits | AID 2524, 2010;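 active = activation factor of the enzyme at least 2-fold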; also: the source names both 10 and 20 µM as test concentration; values of inactives mirror those of a sister screen read the other way
Target sequence (P09923 whole entry, looked up): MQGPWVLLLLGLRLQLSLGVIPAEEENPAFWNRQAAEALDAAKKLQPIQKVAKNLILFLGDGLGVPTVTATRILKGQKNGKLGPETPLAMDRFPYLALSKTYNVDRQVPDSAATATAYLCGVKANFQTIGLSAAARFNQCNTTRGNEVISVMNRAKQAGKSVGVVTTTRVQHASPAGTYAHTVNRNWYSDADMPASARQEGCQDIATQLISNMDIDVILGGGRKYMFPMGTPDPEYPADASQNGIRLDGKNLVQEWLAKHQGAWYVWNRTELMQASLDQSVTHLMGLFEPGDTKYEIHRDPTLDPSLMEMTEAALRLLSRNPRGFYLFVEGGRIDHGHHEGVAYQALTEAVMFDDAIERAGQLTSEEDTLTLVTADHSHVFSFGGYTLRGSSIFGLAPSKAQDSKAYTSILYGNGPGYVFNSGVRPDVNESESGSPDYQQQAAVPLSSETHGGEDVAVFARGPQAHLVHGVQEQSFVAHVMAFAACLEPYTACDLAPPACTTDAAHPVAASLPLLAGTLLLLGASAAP
MPTP block = mitochondrial permeability transition pore inhibitors, primary screen, biochemical, isolated mouse mitochondria, absorbance; inhibition, % at 10 µM; Ca2+ swelling absorbance, 30 min; 360,000 compounds, 1.4% hits;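 active = inhibition of 50% or more, scaled per plate between neutral and stimulator controls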;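 also: 0% = DMSO wells given calcium and 100% = 1 mM EGTA wells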
APOBEC3A inh = APOBEC3A ssDNA deaminase inhibitors, primary screen, selectivity assay for APOBEC3G inhibitor project, biochemical, FAM/TAMRA oligo cleavage fluorescence | inhibition, % at 20 µM | recombinant A3A, FAM/TAMRA ssDNA deamination fluorescence | AID 493011, 2011 | 330,000 compounds, 0.41% hits | DNA dC->dU-editing enzyme APOBEC-3A (Homo sapiens), P31941;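 active = at least 40% inhibition at 20 µM here, with at most 30% in a related deaminase screen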;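 also: plate controls were A3A with DMSO for no effect and wells lacking A3A enzyme for full effect; some results filed as inactive read as strong as hits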
A3G deaminase = APOBEC3G DNA deaminase inhibitors, primary screen, biochemical, fluorescence, single-stranded DNA substrate, uHTS | inhibition, % at 20 µM | recombinant A3G, ssDNA deamination FAM/TAMRA fluorescence | 330,000 compounds, 0.28% hits | DNA dC->dU-editing enzyme APOBEC-3G (Homo sapiens), Q9HC16;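 active = inhibition of at least 40% at 20 µM, with no more than 30% in the related APOBEC3A deaminase screen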;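 also: plate controls were DMSO wells with A3G for no effect and wells lacking A3G enzyme for full effect; some compounds called inactive have numbers as strong as hits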
Target sequence (Q9HC16 whole entry, looked up): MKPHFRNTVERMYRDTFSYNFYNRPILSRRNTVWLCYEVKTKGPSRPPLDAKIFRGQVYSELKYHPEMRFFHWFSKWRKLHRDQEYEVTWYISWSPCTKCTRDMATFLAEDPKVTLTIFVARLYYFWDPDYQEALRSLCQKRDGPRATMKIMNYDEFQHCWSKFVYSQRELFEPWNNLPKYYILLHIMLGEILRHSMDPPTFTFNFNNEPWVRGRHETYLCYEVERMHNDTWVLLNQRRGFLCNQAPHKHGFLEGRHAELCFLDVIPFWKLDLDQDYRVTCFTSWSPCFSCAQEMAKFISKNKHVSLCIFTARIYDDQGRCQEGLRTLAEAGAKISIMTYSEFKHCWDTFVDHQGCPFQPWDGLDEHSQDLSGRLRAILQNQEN
mIAP inh = inhibitors of mouse IAP, primary screen, biochemical, luminescence, uHTS | intestinal alkaline phosphatase [Mus musculus] | purified mouse IAP, CDP-Star luminescence, 30 min | inhibition, % at 10 µM | 330,000 compounds, 0.2% hits;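 active = inhibition of at least 40% at 10 µM in the primary screen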;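 also: plate controls were DMSO with enzyme for no effect and no enzyme wells for full effect; values of inactives mirror those of a sister screen read the other way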
mIAP act = activators of mouse IAP, primary screen, biochemical, luminescence, uHTS. muIAP, CDP-Star luminescence, 30 min; active compounds read high; 1 = vehicle-only enzyme signal, 0 = enzyme-free wells. activation factor at 10 µM. 330,000 compounds, 0.24% hits. AID 2805, 2010;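 active = activation factor of at least 2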; also: the source names both 10 and 20 µM as test concentration; values of inactives mirror those of a sister screen read the other way
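also added = chemiluminescent substrate CDP-Star | test system = mouse IAP enzyme | signal = chemiluminescence readout | compound = DMSO-dissolved test compounds | incubation = 30 min at room temperature | benchmarks = DMSO wells, no-enzyme wells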
hIAP inh = human IAP inhibitors, primary screen, biochemical, luminescence, uHTS | purified IAP, CDP-Star luminescence, 30 min | inhibition, % at 10 µM | 330,000 compounds, 0.12% hits | AID 2544, 2010;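 active = inhibition reaching a set limit with compound at 10 µM in the primary screen, cut at about 35% in these data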;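 also: plate controls were DMSO wells with enzyme for no effect and no-enzyme buffer wells for full effect; values of inactives mirror those of a sister screen read the other way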
GRIN3A LBD mod = binders of NR3A ligand-binding domain, primary screen, biophysical, differential scanning fluorimetry, uHTS; Glutamate receptor ionotropic, NMDA 3A (GRIN3A) ligand-binding domain; NR3A LBD differential scanning fluorimetry, Tm shift; 0% = protein alone, 100% = glycine-bound protein; Tm shift relative to glycine control, % at 25 µM; 340,000 compounds, 2.5% hits;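 active = melting temperature shift of at least 10% of the positive control shift, at one fixed dose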
An asterisk follows results filed as active; / = no result given. Compounds were not picked by outcome; 5% or so of the library scored in one or more.

SMILES	MIN6 prolif	hIAP act	MPTP block	APOBEC3A inh	A3G deaminase	mIAP inh	mIAP act	hIAP inh	GRIN3A LBD mod
COCCN(C(=O)COC(=O)CCC(=O)c1cccs1)c1c(N)n(Cc2ccccc2)c(=O)[nH]c1=O	1	1.1	-2.6	13	1	0	1	-8	3
O=C(CCS(=O)(=O)c1ccccc1Cl)Nc1ccc(S(=O)(=O)Nc2ncccn2)cc1	-1	1.1	1.2	2	2	-7	1.1	-5	0
COCCNS(=O)(=O)c1ccc(OCC(=O)N2CCc3ccccc3C2)c(Cl)c1	-3	1.4	-0.3	-7	-3	-2	1	-37	2
NCCc1nnc(SCc2ccccc2Cl)o1	-1	0.95	3.5	-4	-5	-6	1.1	5	-2
CCN1C(=O)c2cccc3c(S(=O)(=O)NCCCN4CCOCC4)ccc1c23	-1	1.1	0.5	0	-4	4	0.96	-5	-1
CCN1CCN(c2nc3c(c(=O)n(C)c(=O)n3C)n2Cc2cccc3ccccc23)CC1	-3	0.89	-0.8	0	-3	0	1	11	-5
CCOc1ccccc1-n1nnnc1SCC(=O)NC(=O)NCc1ccco1	0	1	0.2	17	9	6	0.94	-3	-2
COc1ccccc1NC(=O)Nc1nc(C(C)(C)C)cs1	-3	0.97	-0.9	-1	-6	-21	1.2	3	-10
CCC(=O)N(Cc1cc2cc(C)c(C)cc2[nH]c1=O)C1CCCCC1	-1	0.96	-1.8	-15	-3	-5	1.1	4	-2
COc1ccc2oc(=O)c(C(=O)NCc3ccco3)cc2c1	-4	1.1	1.7	-1	-3	11	0.89	-11	-2
COc1cc(OC)c(C(=O)O/N=C(\N)c2ccc(C)cc2)cc1OC	-1	0.96	-0.3	-4	-7	6	0.94	4	1
CC(C)=CCN1CCN(Cc2cc(C(C)C)n[nH]2)CC1CCO (stereo unspecified)	0	0.86	-1.0	2	-4	0	1	14	1
N#Cc1c(-c2ccccc2)nc(-c2ccccc2)[nH]c1=O	-2	1.2	12	-2	-1	10	0.9	-19	-4
CC1(C)CC(N2CCOCC2)=CC(=[N+]2CCOCC2)C1	-1	1	-3.6	66*	25	-10	1.1	0	-1
O=C(CSc1ccc(Br)cc1)Nc1cccc(S(=O)(=O)N2CCOCC2)c1	-5	1	-0.2	-4	-15	-31	1.3	-5	-1
Cc1ccc(CSCC(=O)N(C)CC(=O)Nc2ccc(Br)cc2C)cc1	-2	1.1	-0.9	30	0	-2	1	-14	-1
COc1cccc(C2N(c3cccc(Cl)c3)C(=O)C3CCCN32)c1OC (stereo unspecified)	-1	0.95	-0.5	-3	-6	20	0.8	5	-3
COc1ccc2[nH]c(=O)c(C(c3nnnn3CC3CCCO3)N3CCCCC3)cc2c1 (stereo unspecified)	-1	0.88	-0.2	-2	-6	4	0.96	12	-1
CC(NC(=O)c1ccccc1Br)c1nnc(SCC(=O)NC2=NCCS2)n1C (stereo unspecified)	0	0.97	-0.3	0	-8	-2	1	3	0
Cc1csc(SCC(=O)Nc2nccs2)n1	2	0.83	-0.3	-1	-9	-2	1	17	1
CC(C)(C)OC(=O)N1CCC[C@H]1c1nnc(SCC(=O)Nc2cccc(Cl)c2)o1	-1	0.91	7.6	-2	-5	15	0.85	9	-2
O=C(OCc1nnc(-c2ccccc2)o1)c1ccc2c(c1)C(=O)N(CCc1ccccc1)C2=O	-2	0.88	-0.5	1	4	4	0.96	12	1
CCOC(=O)c1sc(C)nc1C1CCN(C(=O)OCC)CC1	1	1	-0.5	-1	-3	8	0.92	-2	-1
Cc1ccc(S(=O)(=O)Nc2ccc(S(=O)(=O)N3CCOCC3)cc2)cc1[N+](=O)[O-]	5	0.91	1.5	-4	-8	2	0.98	9	-4
CC[n+]1c(C=C2C=C(C)OC(C)=C2)sc2ccccc21	-5	0.75	14	1	-6	10	0.9	25	-3

Reprinted from the part before: seven compounds, followed by the next part.
SMILES	MIN6 prolif	hIAP act	MPTP block	APOBEC3A inh	A3G deaminase	mIAP inh	mIAP act	hIAP inh	GRIN3A LBD mod
CC(NC(=O)c1ccccc1Br)c1nnc(SCC(=O)NC2=NCCS2)n1C (stereo unspecified)	0	0.97	-0.3	0	-8	-2	1	3	0
Cc1csc(SCC(=O)Nc2nccs2)n1	2	0.83	-0.3	-1	-9	-2	1	17	1
CC(C)(C)OC(=O)N1CCC[C@H]1c1nnc(SCC(=O)Nc2cccc(Cl)c2)o1	-1	0.91	7.6	-2	-5	15	0.85	9	-2
O=C(OCc1nnc(-c2ccccc2)o1)c1ccc2c(c1)C(=O)N(CCc1ccccc1)C2=O	-2	0.88	-0.5	1	4	4	0.96	12	1
CCOC(=O)c1sc(C)nc1C1CCN(C(=O)OCC)CC1	1	1	-0.5	-1	-3	8	0.92	-2	-1
Cc1ccc(S(=O)(=O)Nc2ccc(S(=O)(=O)N3CCOCC3)cc2)cc1[N+](=O)[O-]	5	0.91	1.5	-4	-8	2	0.98	9	-4
CC[n+]1c(C=C2C=C(C)OC(C)=C2)sc2ccccc21	-5	0.75	14	1	-6	10	0.9	25	-3
Cc1nnc(SCC2=C(C(=O)O)N3C(=O)C(NC(=O)Cn4nc(C(F)F)c(Cl)c4C)C3SC2)s1 (stereo unspecified)	1	0.95	-1.8	16	-2	6	0.94	5	-1
Cc1cc2nc(CCN(Cc3cccnc3)C(=S)Nc3ccc(F)cc3)[nH]c2cc1C	-2	0.97	2.1	-2	-1	-19	1.2	3	27*
O=C1COc2ccc(C(=O)COC(=O)c3ccc(F)cc3Cl)cc2N1	-1	1.1	1.3	-1	-7	2	0.98	-13	-2
COc1ccc(NC(=O)C(OC(=O)c2cnccn2)c2ccccc2)cc1Cl (stereo unspecified)	-1	1	1.2	6	2	-15	1.2	0	1
O=c1[nH]c2cc(Cl)ccc2n(CCNc2ncc(C(F)(F)F)cc2Cl)c1=O	-2	1	2.6	-1	-7	2	0.98	-2	-2
O=C(O)c1nn(-c2ccccc2-c2n[nH]c(=O)[nH]c2=O)c(=O)[nH]c1=O	-2	1.2	/	3	-7	4	0.96	-19	/
Cc1cc(C)n(C(=O)C2CCCN2S(=O)(=O)c2ccc(Cl)cc2)n1 (stereo unspecified)	0	0.87	-2.5	-3	-4	-6	1.1	13	-2
O=C(CSCc1ccccc1)N1CCN(c2ccccc2)CC1	0	1.1	0.6	1	1	-3	1	-9	-1
O=C(CN1C(=O)NC2(CCCCCCC2)C1=O)N1CCN(C(=O)c2ccco2)CC1	0	0.91	-1.8	18	3	5	0.95	9	0
CCCS(=O)(=O)N1CCC(C(=O)NCCCOC)CC1	2	1.1	-5.2	-5	-2	2	0.98	-11	1
Cc1ccc(C(=O)NNC(=O)Cn2nnc3ccccc32)cc1	-3	1.2	1.3	-3	4	-1	1	-22	-2
O=S(=O)(c1ccc(F)cc1)N1CC2CCCN2c2ccc(C(F)(F)F)cc21 (stereo unspecified)	-5	0.9	-0.2	2	-1	6	0.94	10	-13
C=CCn1c(SC)nc2sc3c(c2c1=O)CCc1ccccc1-3	-5	0.86	1.1	0	-4	-7	1.1	14	2
O=C(CN1C(=O)NC2(CCCCCC2)C1=O)Nc1cccc(F)c1	-6	1	-0.1	-3	0	-17	1.2	-4	3
NC(=O)C1CCN(C(=O)/C=C/c2ccccc2[N+](=O)[O-])CC1	3	1.2	1.3	0	-7	-3	1	-23	0
CCOC(=O)C1=C(C)NC(=S)NC1c1ccc(C)s1 (stereo unspecified)	0	1	-0.6	-3	-14	3	0.97	-4	0
O=C(c1ccc(N2CCCS2(=O)=O)cc1)N1CCN(c2ccccc2)CC1	0	1	0.6	-2	-8	7	0.93	-2	-2
CN(CCOc1ccccc1)S(=O)(=O)c1ccccc1C#N	1	0.93	0.7	-3	-5	0	1	7	4
CCCCOCCCNC(=O)Cc1ccccc1OC	-3	1.1	0.8	-1	1	17	0.83	-13	-1
Clc1ccc(-c2cc(COc3ccc4ccccc4c3)no2)cc1	-4	1.2	-6.2	-20	-5	-1	1	-18	-2
Oc1ccc(Br)cc1CNc1cnc2ccccc2c1	-4	1.1	3.1	-7	-5	0	1	-10	-1
C/C=C/c1ccc(OCC(=O)Nc2cc(Cl)ccc2-n2cncn2)c(OC)c1	-1	1.1	-1.0	-2	-4	3	0.97	-10	2
CSCC[C@H](NC(=O)OC(C)(C)C)C(=O)N/N=C/c1cccc2cccnc12	-1	1.4	2.8	0	-1	2	0.98	-45	-6
CC(NC(=O)c1cnc2ccccc2n1)c1ccccc1 (stereo unspecified)	-1	1.1	0.3	6	-7	6	0.94	-6	5
CCCc1cc(=O)oc2cc(OCc3cc(OC)c(OC)c(OC)c3)c(Cl)cc12	0	0.88	9.2	0	-3	-7	1.1	12	5
Next section:
SMILES	MIN6 prolif	hIAP act	MPTP block	APOBEC3A inh	A3G deaminase	mIAP inh	mIAP act	hIAP inh	GRIN3A LBD mod
CCN(CC)c1ccc(NS(=O)(=O)c2ccc3c(c2)oc(=O)n3C)c(C)c1	1	0.93	0.6	10	4	-6	1.1	7	-2
Fc1ccc(Nc2nc3ccccc3s2)cc1	-1	1.2	-0.5	5	13	-16	1.2	-17	20*
Cc1ccccc1C(=O)NC1CCN(CC(=O)Nc2nccs2)CC1	-2	1	3.7	-1	-1	3	0.97	-2	0
N#Cc1c(-c2ccc(Cl)cc2)ccn2nc(C3CCCCC3)nc12	0	0.88	2.4	-5	-6	-8	1.1	12	-2
Cc1cc(CN(C)C(=O)c2ccc3nc(Cc4ccccc4F)oc3c2)n[nH]1	-1	1.2	0.5	0	-5	12	0.88	-17	2
Cc1ccc(CCN2C(=O)CCC2(C)C(=O)NC2CCCC2)cc1 (stereo unspecified)	-3	1.1	-0.4	-3	-6	-3	1	-6	2
Cc1c(Cl)cccc1NC(=O)CCCCCN1C(=O)CCC1=O	-2	1.1	2.2	1	-3	-8	1.1	-15	0
Oc1ccc(Br)cc1/C=N/Nc1ccccn1	-7	1.2	0.2	-4	-6	8	0.92	-22	-22

Record cards (already shown). Values in the order: MIN6 prolif | hIAP act | MPTP block | APOBEC3A inh | A3G deaminase | mIAP inh | mIAP act | hIAP inh | GRIN3A LBD mod
`COc1cc(OC)c(C(=O)O/N=C(\N)c2ccc(C)cc2)cc1OC` in the list: -1 | 0.96 | -0.3 | -4 | -7 | 6 | 0.94 | 4 | 1
`CC[n+]1c(C=C2C=C(C)OC(C)=C2)sc2ccccc21` in the list: -5 | 0.75 | 14 | 1 | -6 | 10 | 0.9 | 25 | -3
`O=c1[nH]c2cc(Cl)ccc2n(CCNc2ncc(C(F)(F)F)cc2Cl)c1=O` in the list: -2 | 1 | 2.6 | -1 | -7 | 2 | 0.98 | -2 | -2

High-throughput results deposited in PubChem by Sanford-Burnham Center for Chemical Genomics.
